Assay outcomes: PubChem, several laboratories
MEKK2 WT-MEK5: raises or lowers MEK5 binding to wildtype human MEKK2 PB1 domain. actives 1.1% (n = 290,000). bead flow cytometry, Alexa488-MEK5 binding to MEKK2 WT; actives lie on both sides. Q9Y2U5. binding response (% of control), % at 10 µM; in the data active = binding response below about 67% or above about 130%
OXTR ag: agonists of human oxytocin receptor | actives 0.32% (n = 320,000) | P30559 | activation, % at 3 µM | AID 2435 | CHO-OTR cells, Fluo-8 calcium fluorescence; normalized: DMSO 0%, oxytocin 100%;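 active = activation above the mean of all tested compounds plus 3 SD, cutoff set per screening run, cut at about 20% in these data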;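 also: peak over basal fluorescence ratio from a 100 s FLIPR kinetic read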
Target sequence (P30559 whole entry, looked up): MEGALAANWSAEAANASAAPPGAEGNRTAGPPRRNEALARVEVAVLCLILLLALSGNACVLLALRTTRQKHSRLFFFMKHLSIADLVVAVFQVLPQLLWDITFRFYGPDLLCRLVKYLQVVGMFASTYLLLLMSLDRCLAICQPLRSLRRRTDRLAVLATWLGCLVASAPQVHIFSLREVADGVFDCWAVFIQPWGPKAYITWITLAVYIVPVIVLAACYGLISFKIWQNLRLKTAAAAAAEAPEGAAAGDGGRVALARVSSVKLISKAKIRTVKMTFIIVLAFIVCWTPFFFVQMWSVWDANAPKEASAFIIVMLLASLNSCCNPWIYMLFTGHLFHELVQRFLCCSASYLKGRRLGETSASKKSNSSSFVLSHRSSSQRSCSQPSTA
GPR7 antagonist: human neuropeptides B/W receptor 1 antagonism; inhibition, % at 4.4 µM; GPR7-expressing cells, fluorescence antagonist assay; P48145; actives 1.1% (n = 290,000); in the data active = inhibition above about 16%, passing the limit was not always enough;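 also: cells stimulated with the agonist NPW; 0% = agonist with vehicle and 100% = vehicle without agonist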
Target sequence (P48145 whole entry, looked up): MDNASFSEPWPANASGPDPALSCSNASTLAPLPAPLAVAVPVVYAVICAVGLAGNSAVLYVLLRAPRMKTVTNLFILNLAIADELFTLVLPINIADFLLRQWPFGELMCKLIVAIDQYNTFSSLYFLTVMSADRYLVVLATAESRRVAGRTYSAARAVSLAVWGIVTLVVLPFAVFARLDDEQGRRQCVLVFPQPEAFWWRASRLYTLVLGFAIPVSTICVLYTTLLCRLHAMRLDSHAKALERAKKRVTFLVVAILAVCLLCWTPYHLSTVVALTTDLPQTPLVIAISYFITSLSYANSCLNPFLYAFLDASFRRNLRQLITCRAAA
V1aR counter: V1a receptor agonism, counter-screen for OXTR agonists. CHO-V1R cells, Fluo-8 calcium fluorescence, agonist mode; 0% DMSO, 100% 3 nM vasopressin. activation, % at 3 µM. actives 0.25% (n = 320,000);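 active = activation above the mean activation of all tested compounds plus 3 SD, per screening run, cut at about 20% in these data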;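 also: signal is peak over basal fluorescence ratio across a 100 second FLIPR read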
M18AAP inhibitor: PfM18AAP enzyme inhibition. recombinant PfM18AAP, H-Glu-NHMec fluorogenic cleavage. actives 1.2% (n = 290,000). inhibition, % at 7.35 µM. AID 1822;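 active = inhibition above the campaign mean inhibition over all tested compounds plus 3 SD, cut at about 28% in these data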;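 also: 0% = plate median of test compound wells and 100% = 2 mM ZnCl2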
GalR3 antagonist: human GalR3 antagonism | O60755 | HEK293 GalR3-CNG cAMP membrane potential fluorescence; galR3 body fused to GalR1 C-terminus | inhibition, % at 3 µM | actives 0.44% (n = 360,000);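 active = inhibition above the screen-wide average plus 3 SD, cut at about 13% in these data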;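 also: forskolin and galanin both at EC90 stimulate the cells; cAMP rise reported by CNG channel membrane potential dye signal; 0% = forskolin plus galanin with DMSO and 100% = forskolin alone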
Target sequence (O60755 1-299 limits assumed): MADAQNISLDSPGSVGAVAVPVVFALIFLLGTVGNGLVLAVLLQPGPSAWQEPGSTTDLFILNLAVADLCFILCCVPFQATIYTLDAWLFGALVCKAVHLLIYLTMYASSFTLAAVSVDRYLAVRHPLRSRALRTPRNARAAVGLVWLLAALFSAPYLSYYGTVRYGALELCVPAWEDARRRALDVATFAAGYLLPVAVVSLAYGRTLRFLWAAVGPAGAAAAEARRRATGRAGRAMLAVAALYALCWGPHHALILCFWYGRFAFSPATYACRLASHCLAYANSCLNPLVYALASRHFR
OXTR potentiate: potentiators of human oxytocin receptor; P30559; CHO-OTR cells, Fluo-8 calcium fluorescence, potentiator mode; 0% = oxytocin EC15, 100% = EC100; activation, % at 3 µM; actives 0.061% (n = 320,000);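 active = activation above that plate's cutoff, the mean activation of tested compounds plus 3 SD, cut at about 6.6% in these data, passing the limit was not always enough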;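 also: 100% uses oxytocin at 75 nM as the full agonist control; some results filed as inactive read as strong as hits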
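Material: human OTR in CHO cells. Compound: 3.0 µM, one dose. Timing: compound 6 min at room temperature before oxytocin, 100 s read. Evaluation: % activation of max/min ratio relative to oxytocin controls. Replication: single well per compound, singlicate. Signal: Fluo-8 calcium dye fluorescence.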
NALP1 inh: NALP1 inhibition; inhibition, % at 10 µM; S. cerevisiae NALP1/ASC/caspase-1 growth, X-gal OD620, 72 h; actives 0.61% (n = 280,000); in the data active = inhibition mostly above about 24%, no sharp cut-off; inactive = mostly below about 32%; also: some compounds called inactive have numbers as strong as hits
MEKK2mut PB1 HTS: signal of MEK5 binding to mutant human MEKK2 PB1 domain; bead flow cytometry, Alexa488-MEK5 binding to MEKK2 mutant; percent response, % at 10 µM; actives 0.35% (n = 290,000); in the data active = percent response above about 24%, passing the limit was not always enough; also: inactives centre near 1; some results filed as inactive read as strong as hits
* hit, by the source's call; nt = no result given.

Order of results – MEKK2 WT-MEK5 | OXTR ag | GPR7 antagonist | V1aR counter | M18AAP inhibitor | GalR3 antagonist | OXTR potentiate | NALP1 inh | MEKK2mut PB1 HTS
Cc1ccc(C#N)c(SCc2cccc(Br)c2)n1
  nt | -0.8 | nt | 0.3 | nt | -4 | 1 | nt | nt
COc1ccc(N2CC(NC(=O)N(C)CCC#N)CC2=O)cc1 (stereo not drawn)
  106 | 0.8 | -1 | 0.3 | -3 | -3 | 4 | 5 | -1
Cc1noc(NS(=O)(=O)c2ccc(NC(=O)CCN3C(=O)c4ccccc4C3=O)cc2)c1C
  113 | 0.5 | -6 | 0.1 | 3 | -7 | 4 | -9 | 0
Cc1ccc([N+](=O)[O-])c(NC(=O)COC(=O)C2CC3CCCC(C2)C3=O)c1C (stereo not drawn)
  106 | -0.3 | -3 | 2.1 | 1 | -2 | -6 | 1 | 7
COc1cc(C)c(Cl)cc1S(=O)(=O)N1CCCC1
  98 | -1.1 | -3 | 0.8 | 0 | -3 | -6 | 1 | -1
C=CCN=c1scc(-c2ccc(F)cc2)n1/N=C/c1ccccn1
  117 | -1.2 | -6 | 3.3 | -6 | -8 | -16 | 36 | 13
COc1ccc(S(=O)(=O)N2CCCC2CNC(=O)C(=O)NCc2ccccc2)cc1 (stereo not drawn)
  nt | -1.0 | nt | -0.1 | nt | -4 | -7 | nt | nt
CCCCc1ccc(NC(=O)CSc2nc(=O)n3cc(C)ccc3n2)cc1
  nt | 0.8 | nt | 2.9 | nt | -3 | -9 | nt | nt
CSc1nnc(C(C)(C)C)c(=O)n1/N=C/c1c(O)ccc2ccccc12
  91 | 0.1 | -18 | -0.7 | 1 | -5 | -3 | 5 | -20
O=C(N/N=C/c1ccncc1)c1cccs1
  111 | -0.4 | 4 | -0.2 | -5 | nt | -7 | 14 | 8

The last two compounds of the section above lead into the next:
Order of results – MEKK2 WT-MEK5 | OXTR ag | GPR7 antagonist | V1aR counter | M18AAP inhibitor | GalR3 antagonist | OXTR potentiate | NALP1 inh | MEKK2mut PB1 HTS
CSc1nnc(C(C)(C)C)c(=O)n1/N=C/c1c(O)ccc2ccccc12
  91 | 0.1 | -18 | -0.7 | 1 | -5 | -3 | 5 | -20
O=C(N/N=C/c1ccncc1)c1cccs1
  111 | -0.4 | 4 | -0.2 | -5 | nt | -7 | 14 | 8
O=C1CCC(C(=O)Nc2cccc(S(=O)(=O)N3CCOCC3)c2)N1 (stereo not drawn)
  93 | -0.3 | -11 | -0.4 | -2 | -2 | 6 | -1 | -3
COc1cccc(C(=O)CSc2nnc(CNc3nc(-c4ccccc4)cs3)n2C)c1
  101 | 0.0 | 5 | 3.3 | 18 | -5 | -5 | 28 | -1
S=c1[nH]c2cc(Cl)c3cccnc3c2o1
  106 | 0.7 | -3 | 0.9 | -19 | -12 | -8 | 8 | 2
CC[C@@]1(O)C(=O)OCc2c1cc1n(c2=O)Cc2cc3c(CN(C)C)c(O)ccc3nc2-1
  114 | 6.3 | nt | 5.7 | nt | nt | -2 | nt | 5
CN(C)/C=C/C(=O)c1cnc(-c2cccc(Cl)c2)s1
  104 | 1.0 | 1 | 1.9 | 6 | -6 | 4 | 0 | -1
CC1CCC2(CC1)NC(=O)N(CC(=O)Nc1ccc3c(c1)OCCO3)C2=O (stereo not drawn)
  98 | -2.5 | 0 | -0.7 | -17 | -3 | -17 | 20 | -2
CCOc1ccccc1C(=O)NCC(=O)OCCCOC(=O)CNC(=O)c1ccccc1OCC
  nt | -2.0 | nt | -0.2 | nt | 1 | 10 | nt | nt
CCOC(=O)C1(Cc2ccccc2)CCN(Cc2cccc3c2OCO3)CC1
  99 | 1.4 | 20 | 1.4 | 2 | -12 | -13 | 5 | 0
CN(CC(=O)Nc1ccc(S(N)(=O)=O)cc1)C1CCCCC1
  102 | 1.8 | 0 | 0.8 | -2 | -7 | 1 | 17 | -1
CCCN(C(=O)c1cccc(-n2cccc2)c1)c1c(N)n(Cc2ccccc2)c(=O)[nH]c1=O
  nt | -1.9 | nt | -0.2 | nt | 2 | -4 | nt | nt
O=C(COC(=O)c1cncc(Br)c1)NCc1ccco1
  101 | -0.7 | 9 | 0.3 | 13 | 1 | -6 | 9 | -3
COC(=O)c1ccsc1NS(=O)(=O)c1ccccc1
  101 | 0.8 | -19 | 2.0 | -12 | -3 | -5 | 10 | -2
CN(C)S(=O)(=O)c1ccc(C(=O)Nc2nnc(SCC(=O)NCC3CCCO3)s2)cc1 (stereo not drawn)
  102 | 0.8 | -18 | 0.5 | 5 | 0 | 3 | -2 | 2
O=C(N/N=C\C=C\c1ccc2c(c1)OCO2)C1COc2cc3ccccc3cc2O1 (stereo not drawn)
  93 | 1.3 | -5 | 1.5 | -1 | -1 | -4 | 14 | -5
CCOC(=O)N1CCN(C(=O)c2cc(-n3cnnc3)ccc2Cl)CC1
  107 | -0.3 | -4 | 0.3 | 1 | 3 | -17 | 6 | 9
CC(=O)Nc1cccc(C(=O)OCc2ccc([N+](=O)[O-])cc2)c1
  96 | -0.1 | -8 | 1.4 | -1 | -2 | -11 | 6 | -2
O=C(CCCOc1ccccc1)NNC(=O)c1ccc(Cl)cc1
  nt | 1.2 | nt | -0.1 | nt | 1 | 3 | nt | nt
CCn1ccnc1CN(C)Cc1cn[nH]c1-c1ccc(F)cc1F
  94 | 1.3 | -4 | 1.0 | 2 | -4 | -13 | -15 | -12
CC(=O)Oc1ccc(C2OC(=O)c3ccccc3N2C(C)=O)cc1 (stereo not drawn)
  99 | 0.3 | -5 | 0.2 | -2 | -1 | 1 | -4 | -3
COc1ccccc1-c1c(C(F)(F)F)oc2c(CN(C)C)c(O)ccc2c1=O
  109 | 0.3 | -8 | 1.6 | 0 | -8 | -9 | 4 | 8
CC(C)(C)c1cc(C(=O)NCCCn2ccnc2)cc(C(C)(C)C)c1
  121 | -2.1 | -10 | -0.6 | 4 | -11 | -8 | -11 | 22
COc1cccc(C(=O)OCC(=O)NC(C)CCc2ccccc2)c1O (stereo not drawn)
  96 | 0.2 | -7 | 3.5 | 4 | -5 | -3 | 28 | -10
CCOCCCNC(=O)c1cc(-c2cccnc2)nc2ccc(S(=O)(=O)N3CCC(C)CC3)cc12
  100 | -1.1 | -5 | 0.1 | 2 | nt | -5 | -14 | 2
O=C(NC1CC2CCCC(C1)N2Cc1ccccc1)C1CCCCC1 (stereo not drawn)
  130 | -1.1 | -11 | -0.4 | 0 | -4 | -6 | 5 | 6
Cc1ccc(C2C(C#N)=C(N)N(c3ncn[nH]3)C3=C2C(=O)CC(C)(C)C3)cc1 (stereo not drawn)
  106 | -1.0 | 5 | -0.8 | -10 | 3 | -21 | -15 | 15
COc1ccc(OC)c(S(=O)(=O)Oc2ccc(N)c3ccccc23)c1
  nt | -0.1 | nt | 1.1 | nt | -7 | -5 | nt | nt
COC(=O)c1cc(NC(=O)c2cc(C(C)(C)C)nn2Cc2cccc(C)c2)ccc1N1CCOCC1
  122 | -1.7 | -20 | -0.6 | -4 | -3 | -19 | nt | 30
O=C(Nc1cccnc1)c1ccccc1F
  106 | 0.1 | -13 | 0.8 | -7 | -3 | 4 | -2 | 8
CSC1=NC2C(N1)N(C)C(=O)N2C (stereo not drawn)
  99 | 0.5 | 3 | 0.7 | -14 | -1 | -9 | -2 | 3
COC(=O)CN1C(=S)N(c2ccc(OC)cc2)C(=O)/C1=C/c1ccc(N2CCOCC2)cc1
  70 | 6.8 | -8 | 9.0 | 3 | -5 | -12 | 2 | -16
CSC1=NCCN1C(=O)Cc1cccc2ccccc12
  106 | 0.7 | -3 | 0.0 | -14 | -2 | -6 | nt | 0
CCC1CCCCN1C(=O)COc1cc(=O)n(C)c2ccccc12 (stereo not drawn)
  101 | -0.5 | -18 | 0.9 | -5 | 3 | -8 | -2 | 0
Cc1cc(NC(=O)CSc2nc3ccccc3[nH]2)no1
  107 | 0.0 | -1 | -1.6 | -3 | 1 | -2 | 21 | 4
COc1cc(/C=N/N2C(C)CCCC2C)cc(Br)c1O (stereo not drawn)
  93 | -0.1 | -8 | -0.6 | 8 | -3 | -6 | 10 | -2
Cc1ccc(SCC(=O)Nc2cccc(-c3nnc(-c4ccco4)o3)c2)cc1
  101 | -1.4 | -5 | 0.1 | 3 | -2 | -6 | 34 | 4
O=C(Cc1cccs1)Nc1nnc(COc2ccccc2)s1
  91 | 1.2 | 10 | 1.0 | 17 | 1 | 0 | nt | -6
CCC1CCCCN1CCCNC(=O)c1ccc2nc(N3CCC(C)CC3)sc2c1 (stereo not drawn)
  125 | 0.4 | 2 | 0.8 | 11 | -7 | -14 | 19 | 15
COCCCN(C(=O)c1ccco1)c1nc(-c2cc(OC)ccc2OC)cs1
  85 | -0.4 | -2 | 0.4 | 4 | -5 | -5 | 10 | -8
Cc1ccc(SCCN2CCN(C)CC2)cc1
  103 | 0.3 | -2 | 1.4 | 3 | -8 | 0 | 1 | 7
COC(=O)c1cn(C(=O)c2ccccc2)c2ccccc12
  107 | 0.1 | -8 | 0.6 | 3 | -2 | -5 | 2 | 3
CCCn1c(SCC(=O)Nc2ccccc2C(=O)NC2CC2)n[nH]c1=O
  nt | 1.0 | nt | -0.2 | nt | 5 | 4 | nt | nt
C[C@H]1C(=O)N(C)CCN1C(=O)c1ccccc1OC1CCN(S(C)(=O)=O)CC1
  97 | -1.3 | -4 | -0.2 | -7 | -6 | -5 | 24* | -2
C/C(=N\NC(=O)c1ccc(CN2CCOCC2)cc1)c1ccc([N+](=O)[O-])cc1
  101 | -1.0 | 2 | 1.3 | 0 | -3 | -5 | 2 | -1
O=C(NCc1ccco1)c1cc([N+](=O)[O-])cc([N+](=O)[O-])c1
  104 | -0.1 | -11 | 0.5 | 5 | 0 | -2 | 16 | 3
CC(C)Cc1csc(NC(=O)c2ccccc2Cl)c1C(=O)O
  108 | -0.6 | -7 | 0.5 | -1 | -12 | -7 | 13 | 5
Oc1ccc(-c2cc(-c3ccc(O)cc3)nc(-c3ccccc3)n2)cc1
  120 | 0.9 | 25 | 0.6 | -5 | -11 | -8 | 6 | 14
O=C(OCc1ccc(Cl)cc1)c1ccccc1C(=O)c1ccccc1
  100 | -1.8 | -10 | -0.1 | -8 | -8 | -6 | 21 | -2
CCCCN1C(=O)/C(=C2/Sc3ccccc3N2C)S/C1=N\c1ncn[nH]1
  97 | -1.6 | 6 | -0.4 | 0 | -1 | -8 | -11 | -3
CCOc1ccccc1Oc1coc2cc(OC(=O)c3ccco3)ccc2c1=O
  108 | -1.0 | -10 | -0.2 | 0 | -5 | -9 | 10 | 11
CC(C)CC1NC(=O)c2ccc(Cl)cc2-n2c1nc1ccc(F)cc1c2=O (stereo not drawn)
  nt | -2.2 | nt | -1.0 | nt | 2 | 4 | nt | nt
O=C(/C(C=Nc1cccc(C(F)(F)F)c1)=C(/O)c1ccco1)C(F)(F)F
  98 | -0.6 | -4 | -0.2 | -10 | -3 | 0 | 13 | -2
